RECQ1 helicase – RECQ1 (human) helicase inhibition. Potency, µM (top dose mostly 57.3 µM), without a hit: at the top dose activity, negative = inhibition, most hits filed as inhibitors. RECQ1 DNA unwinding, red fluorescence kinetic read. AID 2549. 240,000 tested, 0.54% active;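 also: plate controls were vehicle for no effect and no enzyme for full effect; nearly all actives have a fitted effect of over 30% in size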
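RECQ1T1 50 nM; forked duplex (20 bp + 30-nt ss tails) 200 nM, ATP 2 mM final; pH 8.0, 2 mM MgCl2, 2.5 ug/ml poly(dI-dC); 15 min compound preincubation; discontinuous kinetic read over 2 h at RT.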
ALDH1A1 inh – ALDH1A1 (human) enzyme inhibition. P00352. Potency, µM (titrated, usually from 75.3 µM), without a hit: at the top dose activity, negative = inhibition, hits mostly inhibitors. Purified ALDH1A1, NADH fluorescence, propionaldehyde substrate. 220,000 tested, 7.3% active; active = well fitted inhibition curve with a large enough effect, not every such curve was filed as active; inconclusive = small, poorly fitted or top-dose-only effect, or another doubt; inactive = no such curve, though single readings can be large or run the other way;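 also: plate controls were no enzyme wells and a reference inhibitor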
Target sequence (P00352 whole entry, looked up): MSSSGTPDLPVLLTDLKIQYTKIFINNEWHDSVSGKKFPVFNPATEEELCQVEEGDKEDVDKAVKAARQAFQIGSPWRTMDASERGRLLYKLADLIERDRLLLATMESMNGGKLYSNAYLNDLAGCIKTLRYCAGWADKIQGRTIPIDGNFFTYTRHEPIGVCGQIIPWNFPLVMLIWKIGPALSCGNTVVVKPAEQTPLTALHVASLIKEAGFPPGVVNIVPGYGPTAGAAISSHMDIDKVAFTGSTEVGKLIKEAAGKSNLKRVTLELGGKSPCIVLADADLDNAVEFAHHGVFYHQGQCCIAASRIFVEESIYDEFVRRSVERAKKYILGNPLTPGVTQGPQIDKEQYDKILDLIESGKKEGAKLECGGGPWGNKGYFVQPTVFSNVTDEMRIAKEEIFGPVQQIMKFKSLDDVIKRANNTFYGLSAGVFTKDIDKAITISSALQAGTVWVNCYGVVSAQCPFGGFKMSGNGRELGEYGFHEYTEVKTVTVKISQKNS
JMJD2E inh – JMJD2E (human) inhibition | 230,000 tested, 1.6% active | JMJD2E catalytic domain, FDH-coupled NADH fluorescence (FDH is formaldehyde dehydrogenase) | Potency, µM (top dose mostly 57.1 µM), for the others: at the highest dose activity change, negative = inhibition, actives largely listed as inhibitors; active = well fitted inhibition curve with a large enough effect, not every such curve was filed as active; inconclusive = small, poorly fitted or top-dose-only effect, or another doubt; inactive = no such curve, though single readings can be large or run the other way;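 also: 0% = wells with enzyme and -100% = buffer wells without enzyme; nearly all actives have a fitted effect of over 50% in size; many of its hits are not listed in these tables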
Target sequence (B2RXH2 1-337 limits assumed): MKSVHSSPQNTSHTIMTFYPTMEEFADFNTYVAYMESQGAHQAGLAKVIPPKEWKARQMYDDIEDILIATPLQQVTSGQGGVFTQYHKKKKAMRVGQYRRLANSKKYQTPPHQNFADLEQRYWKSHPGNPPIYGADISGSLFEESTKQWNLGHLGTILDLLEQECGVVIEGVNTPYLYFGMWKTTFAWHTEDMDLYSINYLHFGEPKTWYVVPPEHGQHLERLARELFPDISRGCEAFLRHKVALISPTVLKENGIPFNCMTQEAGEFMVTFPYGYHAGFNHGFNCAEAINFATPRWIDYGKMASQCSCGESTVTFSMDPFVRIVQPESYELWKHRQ
Luc counter – counter-screen: inhibitors of Kinase-Glo firefly luciferase | Q27757 | Kinase-Glo luciferase, ATP luminescence, 8 min | Potency, µM (series often up to 38.3 µM), without a hit: at the highest dose activity change, negative = inhibition, most hits filed as inhibitors | 200,000 tested, 0.28% active; also: % is scaled to controls: 0 for no effect and ±100 for the full control effect; nearly all actives have a fitted effect of over 60% in size
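Compounds were added to a substrate mix at pH 7.2 (50 mM imidazole, 10 uM ATP, within the enzyme's linear range), followed by Kinase-Glo detection reagent; luminescence was measured after 8 minutes at ambient temperature.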
LMNA splice mod – modulators of lamin A splicing; HeLa LMNA splicing GFP/RFP minigene ratio, 48 h; Potency, µM (titrated, usually from 46.1 µM), for inactives: at the highest dose ratio change, negative = inhibition, actives largely listed as inhibitors; 200,000 tested, 0.01% active; active = well fitted inhibition curve with a large enough effect in the signal ratio, with a control signal flat, not every such curve was filed as active; inconclusive = small, poorly fitted or top-dose-only effect, or effect the other way, or a change in a side signal; the % refers to the signal ratio; also: % is scaled to controls: 0 for no effect and ±100 for the full control effect
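Read-out is the ratio of GFP to DsRed2 object intensity, acquired by 488 nm laser-scanning cytometry on HeLa lamin A-EGFP minigene reporter cells. Compound incubation 48 hrs at 37 °C in Opti-MEM with 2% FBS; DMSO 0.5% final.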
SMN2 splice enh – enhancers of SMN2 splice variant expression; 210,000 tested, 2.8% active; Potency, µM (series often up to 46.1 µM), inactives show top-dose activity change, positive = activation, most hits filed as activators; AID 1458; HEK293 SMN2-luciferase splicing reporter, luminescence, 30-36 h; also: % of control where 0% means no effect; nearly all actives have a fitted effect of over 55% in size
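HEK293 cells carry an SMN2 […]–luciferase reporter in which exon 7 inclusion puts luciferase in frame. Cells were plated 10-12 h before compound addition, then incubated 30-36 h at 37C. ONE-Glo luminescence was read; sodium butyrate at 4.5 mM final served as control.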
Tau fibril ThT – inhibitors of human tau fibril formation, thioflavin T binding. P10636. recombinant tau K18 P301L (four-repeat tau fragment), heparin-induced fibrillization, ThT fluorescence. Potency, µM (doses to about 57.4 µM), without a hit: top-dose activity, negative = inhibition, hits mostly inhibitors. 270,000 tested, 2.1% active; also: % is scaled to controls: 0 for no effect and ±100 for the full control effect; nearly all actives have a fitted effect of over 55% in size
Target sequence (P10636 561-689 P618L limits assumed): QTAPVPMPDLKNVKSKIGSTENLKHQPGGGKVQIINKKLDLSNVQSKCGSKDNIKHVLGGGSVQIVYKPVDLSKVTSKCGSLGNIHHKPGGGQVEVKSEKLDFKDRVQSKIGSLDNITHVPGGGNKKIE
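Tau K18 P301L fragment (15 uM unlabeled plus 0.24 uM Alexa 594-labeled) in 100 mM sodium acetate pH 7 with compound, fibrillization induced by 20 uM heparin for 6 hr at 37 C. Thioflavin T (30 uM) added, fluorescence read after 1 hr (ex 450, em 510 nm).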
L3MBTL1 block – blocks human L3MBTL1 | Potency, µM (highest dose often 57.1 µM), for the others: top-dose activity, negative = inhibition, actives largely listed as inhibitors | 230,000 tested, 0.66% active | AlphaScreen L3MBTL1–H3K9me1 peptide binding; also: % is scaled to controls: 0 for no effect and ±100 for the full control effect; nearly all actives have a fitted effect of over 60% in size
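Read-out is AlphaScreen signal from streptavidin donor and nickel chelate acceptor beads (10 ug/mL final each) bridging L3MBTL1 (50 nM) and biotinylated K9-monomethylated H3(1-15) peptide (75 nM), after 30 min compound exposure at room temperature.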
Starred values were filed as active, the others as inactive; i = inactive; ? = inconclusive; nt = no result given; & = joins results of further samples; [ ] = remark or other dose. Unless noted, calls follow the shape of the dose curve; as a rule, active = well fitted curve in the direction sought with a large enough effect; inconclusive = small, poorly fitted or top-dose-only effect, or another doubt; inactive = no such curve, though single readings can be large; an effect the other way counts as inactive or inconclusive. Potency is read from the fitted curve at half-maximal effect. A portion of the library; count on the stated rates, not on these rows.

structure,LMNA splice mod,JMJD2E inh,Luc counter,SMN2 splice enh,ALDH1A1 inh,L3MBTL1 block,Tau fibril ThT,RECQ1 helicase
Nc1nc(SCC(=O)NCc2ccccc2Cl)[nH]c(=O)c1NC(=O)c1ccccc1F,-2%,3%,-3%,-5%,10%,12%,-9%,-1%
N#CCn1cnc2sc(-c3ccccc3)cc2c1=O,-6%[46 µM],?,1%,8%,0%,-2%[11.4 µM],-14%,-12%
O=C(c1cccc(S(=O)(=O)N2CCOCC2)c1)N1CCN(Cc2ccc3c(c2)OCO3)CC1,-22%[46 µM],2%,1%,-19%,3%,-6%,-1%,-1%
CCc1nc(Nc2ccc3c(c2)OCO3)c2oc3ccccc3c2n1,0%[0.0737 µM],?,-2%,-1%,?,-1%,?,-8%
CCOC(=O)C1=C(C)Nc2nc(C)nn2C1c1ccc(C)cc1 (configuration not stated),7%,4%,-2%,21%,15%,2%,-12%,0%
Cc1ccc(S(=O)(=O)NC(=O)Nc2nccs2)cc1,nt,3%,nt,nt,nt,16%,-9%,i
CCOc1ccccc1NC1=C(Cl)C(=O)N(Cc2ccccc2)C1=O,?,-6%,-4%,11%,9%,nt,?,-14%
CCOc1cc(/C=N/NC(=O)c2nn(C)cc2Br)ccc1OCc1ccccc1,?,?,-1%,-20%,-4%,15%,-14%,5%
CCn1c(SCC(=O)Nc2nc(C)c(C)s2)nc2cccnc21,-12%,?,0%,-6%,?,-22%,-7%,2%
COCCC(=O)Nc1ccc2c(c1)CN(C(=O)CSC)CC2,nt,-28%,nt,nt,nt,-4%,-17%,0%
O=C(O)CSc1nc2ccccc2s1,nt,2%&1%,nt,nt,14%,-11%&13%,-12%&-3%,-2%
O=S(=O)(Nc1ccccc1N1CCCCC1)c1ccc(Cl)s1,-2%,-1%,6%,2%,?,nt,-21%,-8%
Cc1[nH]nc2c1C(c1cccc(O)c1)C1=C(CC(C)(C)CC1=O)N2 (configuration not stated),?,?,-1%,-3%,?,5%,-6%,22%
Cc1nnc2n1CCCCC2,nt,-2%,nt,nt,nt,10%,3%,i
COc1ccc(-n2cc(C(=O)c3cc4ccccc4oc3=O)c(C(C)=O)n2)cc1,-13%,-14%,15%,13%,?,nt,?,i
O=C(CCC(=O)Nc1nnc(C2CCCCC2)s1)NCC1CCCO1 (configuration not stated),8%,0%,1%,-4%,?,nt,-12%,-7%
Cc1ccc(C(=O)C(OC(=O)c2cnccn2)c2ccccc2)cc1C (configuration not stated),8%,-10%,11%,-39%[inhibitor],?,-5%,2%,0%
COC(=O)[C@@]1(Cc2ccccc2)[C@H]2c3cc(C(=O)N(C)C)n(CCSCCO)c3C[C@H]2CN1C(=O)c1ccccc1,nt,-3%,-3%,-3%,-6%,nt,-6%,0%
O=C(CSc1ccc2c(c1)OCCO2)Nc1ccc2c(c1)OCO2,?,-8%,19%,-7%,?,nt,-21%,-9%
c1ccc(-c2csc(NNC3=NCCCCC3)n2)cc1,-1%,-11%,-6%,-1%,32µM*,nt,25µM*,-7%
Cc1ccc(S(=O)(=O)NNC(=S)Nc2c(Cl)cccc2Cl)cc1,nt,8%,nt,nt,-15%,0%,-9%,-1%
COc1ccc(Cl)cc1C(=O)NNC(=O)c1cccc(S(=O)(=O)N(C)C)c1,1%,-3%,4%,-6%,12%,-1%,-14%,-2%
Cn1c(=O)c2c(nc(NCCOc3ccc(C(C)(C)C)cc3)n2C)n(C)c1=O,?,-1%,1%,-75%[inhibitor],14%,9%,4%,-1%
Cc1ccc(C2=NN(CC(=O)NCc3cccnc3)C(=O)CC2)cc1,-5%,-11%,0%,-12%,3%,-2%,0%,-8%
CCOC(=O)C1CN(S(=O)(=O)c2cccc(C(F)(F)F)c2)c2cc(CC(=O)OC)ccc2O1 (configuration not stated),5%,-4%,-1%,-4%,?,4%,-2%,40µM*
CCc1cc(C(=O)c2ccc(OC)cc2)c(NC(=O)CC(C)(C)CC(=O)O)s1,nt,-2%,nt,nt,nt,-7%,-9%,3%
O=C(NCCc1cccc(Cl)c1)c1cccnc1,11%,4%,-1%,?,-12%,-4%,5%,-12%
CCOC(=O)c1[nH]c(C)c(C(=O)NC2CCCCC2)c1C,-7%,9%,0%,16%,-1%,nt,-7%,-12%
CCOc1nc(NCCO)nc(NCCC2=CCCCC2)n1,-14%,1%,2%,-11%,?,-3%,-7%,i
COc1ccc(NC(=O)Cn2nc3n(c2=S)CCC3)cc1,3%,-1%,-6%,11%,4%,6%,-8%,i
Cc1ccc(SCCNC(=O)c2cccc([N+](=O)[O-])c2C)cc1,14%,6%,-3%,-8%,?,1%,-3%,i
CC(C)c1cc(N2CCN(C(=O)c3ccco3)CC2)n2c(nc3ccccc32)c1C#N,3%,?,1%,-17%,?,nt,?,-8%
COc1cccc(-n2c(CN3CCN(c4ccccc4)CC3)nc3ccc([N+](=O)[O-])cc3c2=O)c1,?,-3%,1%,-4%,28µM*,-14%,-1%,-13%
Cc1cccc(NC(=O)c2ccccc2OCC(=O)N2CCOCC2)c1C,-5%,0%,-1%,?,-10%,19%[11.4 µM],-3%,-3%
O=C(Nc1ccccc1C(F)(F)F)N1CCN(c2ccc3nncn3n2)CC1,-6%,-4%,-1%,-9%,-2%,4%,-7%,i
Cc1ccc(C(=O)Nc2ccncc2)o1,2%,7%,-4%,-6%,4%,5%,-2%,-10%
COc1ccc(N2CCN(C(=O)CCCN3C(=O)c4cccc5cccc(c45)C3=O)CC2)cc1,-4%,?,1%,-18%,?,-1%,?,i
COc1ccc(/C=C/C(=O)c2ccc(O)cc2O)cc1,?,-1%,-10%,-5%,?,nt,11µM*,10%
CC(C)(C)C(=O)c1no[n+]([O-])c1/C(=N/O)C(C)(C)C,0%,-3%,-3%,2%,4%,2%,9%,-22%
COc1ccccc1CNC(=O)CN1C(=O)CSc2ccc(S(=O)(=O)N3CCCC3)cc21,4%[46 µM],6%,-2%,-10%,-8%,nt,-5%&4%,-1%
Cc1ccc(C)c(NC(=O)c2nnn(Cc3ccccc3C)c2N)c1,-19%,-11%,3%,-10%,2%,1%,-15%,-5%
CC(C)(C)NC(=O)CN(C(=O)CS(=O)CC(=O)Nc1ccc(F)cc1)c1ccc(F)c(Cl)c1 (configuration not stated),0%,3%,1%,22%,5%,5%,2%,-1%
O=C(Nc1ccnc(-c2cccnc2)n1)c1ccc(Cl)c(Cl)c1,-3%,6%,1%,-10%,18%,-1%,-8%,i
Cc1ccc(C(=O)c2cn[nH]c2-c2cc(Cl)ccc2O)cc1,8%,?,-2%,-8%,?,30%[activator],-6%,-4%
Cc1nnc(C)c2c(C)n(-c3ccc4ncccc4c3)c(C)c12,4%[46 µM],?,-1%,-5%,-7%,-2%,?,-27%
Cc1cc(C)n(C(=O)c2cc3c(s2)CCCC3)n1,9%,0%,-10%,8%,20µM*,27%,-7%,i
COC(=O)Cc1cc(=O)[nH]c(/N=C(\N)Nc2ccccc2C)n1,-8%,2%,2%,13%,2%,0%,-4%,-3%
CCOc1ccc2nc(NC(=O)c3cccc(-c4cc5ccccc5oc4=O)c3)sc2c1,-6%,?,-2%,-14%[1.84 µM],-12%,-4%,-11%,-10%
O=C(N1CCCC1)C12CCC3CC(CC(C3)C1)C2,19%,13%,1%,-3%,3%,nt,-6%,i
Cc1cnn(C(=S)NCC2CCCO2)c1 (configuration not stated),-6%,2%,-3%,13%,?,-6%,-2%,-5%
O=C(N1CCCCC1)N1CCCN(C(=O)N2CCCCC2)CC1,1%,7%,0%,nt,?,3%[11.4 µM],4%,6%
O=C(CN1CCCN(S(=O)(=O)c2ccc(Br)cc2)CC1)Nc1ccc2c(c1)OCO2,?,5%,1%,-33%[inhibitor],11µM*,-10%,?,-6%
CN(C)c1ccc(C(=O)/C=C/c2ccco2)cc1,?,?,-12%,13µM*,8.9µM*,-10%,10µM*,-20%
COc1ccccc1-n1cc(CN2CCN(CC=C(C)C)C(CCO)C2)cn1 (configuration not stated),nt,2%,nt,nt,nt,-2%,8%,i
CC(=O)Nc1ccc(S(=O)(=O)Nc2nccc(/C=C/c3ccc(Cl)cc3)n2)cc1,-22%,-1%,0%,-31%[inhibitor],?,3%,?,2%
O=C(c1ccccc1)N1CCC(c2nc3c(nnn3Cc3ccco3)c(=O)[nH]2)CC1,1%,4%,2%,-7%,-6%,4%,3%,-15%
CCn1c(SCC(=O)Nc2ccc(OC)cc2)nc2nc3c(cc2c1=O)COC(C)(C)C3,nt,-1%,nt,nt,2µM*,-1%,-8%,i
CCOC(=O)c1cc(C)n(Cc2cccc(OC)c2OC)c1C,?,-3%,nt,nt,8%,-1%,?,-9%
CC1CCCCC1NC(=O)c1ccc(S(=O)(=O)NCC2CCCO2)cc1 (configuration not stated),nt,?,-2%,1%,6%,7%,-2%,-4%
N#Cc1nc(-c2cccc3ccccc23)oc1NCCN1CCCCC1,-5%,?,-6%,6%,?,nt,?,i

Later entries.
structure,LMNA splice mod,JMJD2E inh,Luc counter,SMN2 splice enh,ALDH1A1 inh,L3MBTL1 block,Tau fibril ThT,RECQ1 helicase
COC(=O)c1sccc1NS(=O)(=O)c1ccc(OC)cc1,?,-3%,12%,-14%,-3%,7%,-1%,0%
CCOC(=O)C(CC)n1cnc2c(oc3ccccc32)c1=O (configuration not stated),9%,2%,-5%,-4%,?,-4%,-2%,-7%
CNC(=O)Cn1nc(C)c2ccccc2c1=O,4%,2%,2%,17%,12%,1%,-4%,-7%
COc1c(/C=N/NC(=O)c2ccccc2O)c(CCN(C)C(C)=O)cc2c1OCO2,-3%,2%,-4%,53%,-1%,-15%,16%,5%
Cc1ccc(-c2nnc(SCc3ccc(C#N)cc3)n2Cc2ccco2)cc1,17%,-3%,-3%,-18%,-11%,-4%,-12%,-1%
COc1ccc(OC)c(NC(=S)N2CCN(Cc3ccccc3)CC2)c1,nt,4%,-1%,-9%,?,-3%,-6%,i
Cc1cc(C)nc(SCC(=O)NN=C2CCCC2)n1,nt,23%,-4%,-9%,-15%,nt,-11%,-11%
